From PubChem BioAssay
PI4K2A inh = qHTS for small molecular inhibitors of PI4K2A; Phosphatidylinositol 4-kinase type 2-alpha (Homo sapiens), Q9BTU6; purified PI4K2A, ADP-Glo luminescence, 1 h; active compounds read low; activity change, negative = inhibition, % at 76.9 µM; hit rate 0.13% among 420,000; in the data active means activity change below about -50%; inconclusive means mostly about -30% to -49%;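 further: -100% = wells without enzyme as full effect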
Target sequence (Q9BTU6 whole entry, looked up): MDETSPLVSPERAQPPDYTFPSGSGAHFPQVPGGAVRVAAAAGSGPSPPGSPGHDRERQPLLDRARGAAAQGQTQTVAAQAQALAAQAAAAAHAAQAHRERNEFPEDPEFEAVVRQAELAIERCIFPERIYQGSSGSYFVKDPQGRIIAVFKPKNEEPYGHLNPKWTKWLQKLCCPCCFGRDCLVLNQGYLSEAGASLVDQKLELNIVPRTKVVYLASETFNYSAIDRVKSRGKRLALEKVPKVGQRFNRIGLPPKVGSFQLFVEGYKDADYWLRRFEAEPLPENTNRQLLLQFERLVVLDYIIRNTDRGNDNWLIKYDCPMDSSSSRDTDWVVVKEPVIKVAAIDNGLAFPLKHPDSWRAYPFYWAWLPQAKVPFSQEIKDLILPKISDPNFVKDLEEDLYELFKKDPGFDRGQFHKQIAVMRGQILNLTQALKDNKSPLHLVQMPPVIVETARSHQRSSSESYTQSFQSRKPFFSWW
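PI4K2A activity was measured by ADP-Glo luminescence: enzyme (4 ug/mL stock) and phosphatidylinositol (1.2 mM stock) in Tris pH 7.5/MgCl2/EGTA/Triton X-100 buffer were reacted with ATP (300 microM stock) for one hour at ambient temperature.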
TrxR1 substrate = qHTS Assay for Substrates of Mammalian Selenoprotein Thioredoxin Reductase 1 (TrxR1): qHTS. Thioredoxin reductase 1, cytoplasmic (Rattus norvegicus), O89049. purified TrxR1 substrate turnover, NADPH consumption readout. Potency, µM (titrated, usually from 114 µM), without a hit: at the highest dose activity change, negative = substrate turnover. hit rate 0.01% among 390,000; further: potency means the concentration at half of the fitted maximal effect; on the % scale 0 is the no-effect control and ±100 the full control effect; nearly all actives have a fitted effect of over 50% in size
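Rat TrxR1, dispensed at 90 nM, was prereduced with 400 uM NADPH (final) for 5 min at ~22 deg C, then incubated with compound 15 min before 400 uM selenite. A first-read NADPH fluorescence drop versus no-compound background flagged substrates.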
D2 ag = HTS Assay for Allosteric Agonists of the Human D2 Dopamine Receptor: Primary Screen for Agonists; D(2) dopamine receptor (Homo sapiens), P14416; activation, % at 2 µM; AID 485358, 2010; HEK293 T-REx D2 cells, calcium flux agonist mode; hit rate 0.53% among 340,000;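 active means activation over 3 SD above normal in the single-dose calcium agonist read, cut at about 30% in these data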; further: 0% is about no effect
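Tetracycline-induced HEK293 Trex cells with D2 receptor force-coupled to calcium signaling, plated overnight at 30 C and loaded with no-wash calcium dye. Calcium flux read kinetically for 180 s after compound addition; responses flag agonists.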
TRHR ag = qHTS for Small Molecule Agonists and Allosteric Enhancers of Human TRH Receptor: Primary Screen for Agonists | Thyrotropin-releasing hormone receptor (Homo sapiens), P34981 | TRHR cells, calcium flux fluo-8, FDSS agonist mode | AID 493084, 2011 | activation, % at 2 µM | hit rate 0.18% among 360,000; in the data active means activation above about 30%; further: 0% is about no effect
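Agonist-mode FDSS calcium read (Ex 480/Em 530, 1 s cycles) in 1536-well TRHR cells with fluo-8 dye, after 10-cycle baseline and 23 nL compound addition; TRH at EC20 (10 nM final) added afterwards for the enhancer phase.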
USP1-UAF1 inh = Inhibitors of USP1/UAF1: Primary Screen; recombinant USP1/UAF1, Ub-Rhodamine cleavage fluorescence; Potency, µM (series often up to 57.1 µM), inactives show at the top dose activity change, negative = inhibition, most hits filed as inhibitors; hit rate 0.23% among 390,000; AID 743255, 2014; further: potency means the concentration at half of the fitted maximal effect; on the % scale 0 is the no-effect control and ±100 the full control effect; nearly all actives have a fitted effect of over 60% in size; inactives centre near -12
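Step one: compound is pinned into 1nM USP1/UAF1 in HEPES pH 7.8 buffer with TCEP. Step two: 15 min room-temperature incubation. Step three: Ub-Rho (150nM final) starts cleavage, tracked by fluorescence over six one-minute reads.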
rTrxR1 inhibitor = qHTS Assay for Inhibitors of Mammalian Selenoprotein Thioredoxin Reductase 1 (TrxR1): qHTS; Thioredoxin reductase 1, cytoplasmic (Rattus norvegicus), O89049; recombinant rTrxR1, NADPH fluorescence consumption, selenite substrate; hit rate 1% among 390,000; Potency, µM (series often up to 114 µM), without a hit: top-dose activity change, negative = inhibition, most hits filed as inhibitors; further: potency means the concentration at half of the fitted maximal effect; on the % scale 0 is the no-effect control and ±100 the full control effect; nearly all actives have a fitted effect of over 65% in size
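Rat TrxR1 (90 nM in the dispensed reagent) was pre-reduced with 400 uM NADPH for 5 min at room temperature, then incubated with compound for 15 min. After 400 uM selenite was added, NADPH fluorescence (Ex 340/Em 450 nm) was followed for 8 min.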
mIDH1 inhibitor = qHTS for Inhibitors of mutant isocitrate dehydrogenase 1 (IDH1): qHTS; hit rate 0.093% among 390,000; Isocitrate dehydrogenase [NADP] cytoplasmic (Homo sapiens), O75874; Potency, µM (titrated, usually from 76.6 µM), for inactives: top-dose activity change, negative = inhibition, hits mostly inhibitors; IDH1-R132H enzyme, NADPH consumption, diaphorase/resazurin fluorescence; AID 602179, 2012; further: potency means the concentration at half of the fitted maximal effect; on the % scale 0 is the no-effect control and ±100 the full control effect; nearly all actives have a fitted effect of over 65% in size
Target sequence (O75874 whole entry R132H, stated change not applied): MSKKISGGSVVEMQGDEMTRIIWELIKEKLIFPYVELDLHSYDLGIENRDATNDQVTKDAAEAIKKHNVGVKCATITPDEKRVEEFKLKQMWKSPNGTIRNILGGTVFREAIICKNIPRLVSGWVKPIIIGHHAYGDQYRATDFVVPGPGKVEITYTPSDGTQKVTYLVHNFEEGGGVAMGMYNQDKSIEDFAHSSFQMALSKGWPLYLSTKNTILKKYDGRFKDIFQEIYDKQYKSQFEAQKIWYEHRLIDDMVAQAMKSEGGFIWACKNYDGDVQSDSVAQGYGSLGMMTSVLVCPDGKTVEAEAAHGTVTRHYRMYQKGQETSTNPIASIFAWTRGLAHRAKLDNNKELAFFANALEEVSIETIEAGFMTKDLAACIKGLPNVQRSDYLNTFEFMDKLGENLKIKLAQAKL
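IDH1-R132H (0.5 ug/mL dispensed) in pH 7.5 Tris buffer was preincubated 30 min with compound, then given a substrate mix of 0.016 mM NADPH and 2 mM alpha-KG for 80 min at room temperature; remaining NADPH was read by diaphorase/resazurin fluorescence.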
D2 antag = HTS Assay for Allosteric Antagonists of the Human D2 Dopamine Receptor: Primary Screen for Antagonists; AID 485344, 2010; HEK293 TREx D2 cells, calcium flux, dopamine EC80; hit rate 2% among 340,000; inhibition, % at 10 µM; D(2) dopamine receptor (Homo sapiens), P14416; in the data active means inhibition above about 30%; further: 0% is about no effect
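Antagonism is scored as inhibition of an EC80 dopamine-evoked calcium signal in a force-coupled, tetracycline-inducible HEK293 T-REx D2 line, with compound present 180 s before agonist.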
TRHR enhancer = qHTS for Small Molecule Agonists and Allosteric Enhancers of Human TRH Receptor: Primary Screen for Enhancers; hit rate 0.66% among 360,000; AID 493056, 2011; Thyrotropin-releasing hormone receptor (Homo sapiens), P34981; enhancement, % at 2 µM; TRHR cells, fluo-8 calcium fluorescence, EC20 TRH enhancement; in the data active means enhancement above about 30%; further: 0% is about no effect
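TRHR-expressing cells loaded with fluo-8 calcium dye were read kinetically (ex 480/em 530) during compound addition, then stimulated with an EC20 of TRH (10 nM final). Enhancement of the Gq-mediated intracellular calcium response was scored.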
* marks the source's active call; other numbers are inactive results; ? = inconclusive; . = not tested or not shown; [ ] = remark or other dose. Unless noted, the call rests on the fitted dose curve; in most records, active means well fitted inhibition curve with a large enough effect; inconclusive means small, poorly fitted or top-dose-only effect; inactive means no such curve, though single readings can be large or run the other way.

Each structure is followed by: PI4K2A inh, TrxR1 substrate, D2 ag, TRHR ag, USP1-UAF1 inh, rTrxR1 inhibitor, mIDH1 inhibitor, D2 antag, TRHR enhancer
1) Cc1cccc(N2C(=O)CC(N3CCN(Cc4ccc(Cl)cc4)CC3)C2=O)c1 (stereo unspecified)
→ -3, -6%, -0.4, 0.2, -6%, -17%, 2%, 2, -6
2) COc1ccccc1N1CCN(C(=O)c2c(C)cc(=O)oc2C)CC1
→ -14, -3%, 0.3, 0.2, -23%, -3%, -1%, -12, 0
3) Cc1ccccc1NC(=O)Cc1c(O)c2ccccc2[nH]c1=O
→ -3, 44%[activator], 0.3, -0.1, 2%, 54%[activator], 3%, -6, -1
4) CCOC(=O)C1CCN(Cc2c(C(=O)N3CCOCC3)nc3c(C)cccn23)CC1
→ -4, 3%, 0.2, -0.8, -11%, 1%, 3%, -14, -4
5) CN(C)c1ccc(NC(=S)NCC2CCCO2)cc1 (stereo unspecified)
→ -3, 7%[57.1 µM], 1.9, -0.1, -14%, 7%[57.1 µM], 6%, -7, 7
6) COc1cccc(OC)c1OCCOCCN1CCN(C)CC1
→ -1, 5%, 2.1, -0.4, -20%, 12%, 1%, 68*, 5
7) O=C(NCc1ccco1)C1CCCN1S(=O)(=O)c1ccc2ccccc2c1 (stereo unspecified)
→ 2, 9%[57.1 µM], 0.7, -1.3, -1%, 28%[57.1 µM], 3%, -7, 9
8) COc1ccc(CN2CCNC(=O)C2CC(=O)NCCc2nc(C)c(C)s2)cc1C (stereo unspecified)
→ 2, -1%, ., 0.0, -28%, -33%, -4%, ., -1
9) CCOC(=O)Cn1c(C(F)(F)F)nc2nc(Cl)c(Cl)nc21
→ 0, 9%[57.1 µM], ., ., -1%, 4%[11.4 µM], 3%, ., .
10) CCn1c(=O)c(C(=O)CN(C)CC(=O)Nc2cccc(F)c2)c(N)n(Cc2ccccc2)c1=O
→ -3, 7%, ., ., -18%, 20%, 4%, ., .
11) O=C(COc1ccc(Br)cc1Cl)Nc1ncn[nH]1
→ 0, 6%[11.4 µM], 0.1, -0.8, 2%, 6%, 2%, ., 0
12) O=C(NCCc1ccccc1)c1n[nH]c(=O)c2ccccc12
→ 5, 23%, ., 0.9, -7%, 37%, -2%, ., 2
13) Cc1ccccc1CSc1nnc(-c2cnccn2)n1C
→ 0, 1%[57.1 µM], 1.5, 0.2, -5%, -1%[57.1 µM], 5%, -4, 0
14) CCc1ccc(Nc2nc(C)cc(C)c2C(N)=O)cc1
→ -4, -4%[57.1 µM], 1.4, 0.2, -2%, 4%[57.1 µM], 7%, 14, -6
15) Cc1nc(Nc2cnc(/C=C/c3cc(C(=O)Nc4cccc(C(F)(F)F)c4)ccc3C)cn2)cc(N2CCNCC2)n1
→ 0, 54%[activator], ., 0.9, ?, -4%, 0%[38.3 µM], ., -1
16) CCOC(=O)c1cccc(NC(=O)N[C@@H](C)C(=O)OC)c1
→ -7, -9%, -0.4, -0.3, -4%, -8%, -2%, 0, -6
17) Cc1ccc2oc(=O)c(S(=O)(=O)c3ccc(C(C)(C)C)cc3)cc2c1
→ 2, 8%, 4.2, -0.6, -25%, 27%, 5%, ., 2
18) CC[C@@H](C)C(N)c1cn([C@@H](CCC(=O)O)C(=O)N2CCNCC2)nn1 (stereo partly specified)
→ -2, 10%[57.1 µM], -0.3, 0.0, -9%, 4%[57.1 µM], -5%, 1, 2
19) CC(C)(C)c1ccc(C(=O)NCCC(=O)Nc2ccc(S(=O)(=O)Nc3nccs3)cc2)cc1
→ -6, -1%, -1.2, 0.5, -10%, 14%, ?, 13, 4
20) COc1ccc(-c2cn3c(n2)CCC3)cc1
→ 6, 3%, -0.1, 0.6, -9%, 0%, 13%, -11, 6
21) O=C(C1CCC(CNc2c(N3CCCCC3)c(=O)c2=O)CC1)N1CCN(C2CCCCC2)CC1 (stereo unspecified)
→ 6, 0%, 0.6, 0.9, -14%, 5%, 0%, 12, 14
22) Cc1c(C(=O)C(=O)NCc2cccs2)c2ccccc2n1C
→ -6, 5%[57.1 µM], -0.9, -0.6, 2%, 23%[57.1 µM], 5%, -18, 1
23) CCc1nn(CCCC(=O)N2CCN(c3cc(Cl)ccc3C)CC2)c(=O)c2cc3occc3n12
→ 0, -3%, 1.1, 0.0, -11%, 7%, -14%, ., -5
24) OCCN1CCN(CC/C=C2/c3ccccc3Sc3ccc(Cl)cc32)CC1
→ -4, -3%, -1.5, -0.6, -14%, -14%, 17%, 73*, 0
25) COc1ccc(NC(=O)CN2CCN(CC#N)CC2)cc1
→ -3, -14%, 0.8, 0.6, -12%, 3%[57.1 µM], -3%, -5, -2
26) CCSc1oc(-c2ccccc2)nc1S(=O)(=O)c1ccccc1
→ 5, 8%[57.1 µM], ., -0.8, -20%, 12%[57.1 µM], 3%, ., 8
27) O=C(N/N=C/c1ccc2c(c1)OCO2)c1cc2ccccc2o1
→ -1, 5%, -1.0, 0.3, -4%, 15%, -13%, -17, -10
28) N#Cc1ccc(C(=O)OCC(=O)N2CCCC2)cc1
→ 0, 5%, 0.6, 1.7, -4%, 24%, -2%, -6, -1
29) CCOC(=O)c1c(C)oc2ccc(N(C(=O)c3ccncc3)S(=O)(=O)c3ccc(Br)cc3)cc12
→ 5, 6%[57.1 µM], 0.6, -0.5, -25%, 18%[57.1 µM], -3%, ., -5
30) O=C(CCCOc1ccccc1)N1CCc2ccccc2C1
→ 2, -12%, -0.9, 0.2, -17%, -13%, 5%, 8, 0
31) CN(CCOc1ccc(Cl)cc1)C(=O)Cc1ccc(S(=O)(=O)N2CCOCC2)s1
→ 4, -9%, 1.5, 0.1, -10%, -11%, 4%, -16, -8
32) O=C(Nc1ccnn1C1CCN(Cc2ccc(O)c(Cl)c2)CC1)C1CCCC1
→ -1, -15%, -0.3, 0.0, 1%, -13%, 8%, -12, 1
33) CC(=O)C1=C(O)C(=O)N(CCc2ccccc2)C1c1ccccc1[N+](=O)[O-] (stereo unspecified)
→ -2, -9%[57.1 µM], 1.8, 0.1, -11%, ?, 2%, 9, -3
34) S=c1[nH]nc(-c2ccncc2)n1/N=C/C=C/c1ccco1
→ -4, -18%, -0.2, 0.4, -6%, ?, 2%, -27, -11
35) CC(C)Oc1ccc(C2CC(=O)N(c3cccc(/C=C/C(=O)O)c3)C2=O)cc1 (stereo unspecified)
→ -4, 3%, ., -0.8, -5%, 9%, -1%, ., -5
36) Cc1nn(CCCC(=O)NCc2ccccc2)c(=O)c2c1sc1ccccc12
→ -1, -6%, 0.2, 1.0, 6%, 0%, ., ., 4
37) O=C(N/N=C1\CC2CC=CC12)c1ccc(O)cc1 (stereo unspecified)
→ -4, -1%[57.1 µM], 0.6, -0.9, -14%, 3%[57.1 µM], -6%, 7, 24
38) Cc1c(NC(=O)C(C)(C)C)cccc1-c1nc2ccccc2s1
→ -14, 4%, -0.1, 1.5, -21%, 19%, -13%, ., -5
39) COc1ccc(CNS(=O)(=O)c2cnc(N)nc2)c(OC)c1
→ -3, 6%[57.1 µM], 1.0, 0.2, -17%, 19%[57.1 µM], 12%, ., 6
40) C=CCc1ccc(OCCOc2cccc3ccc(C)nc23)c(OC)c1
→ 11, 5%, 1.3, 0.4, -27%, 15%, 8%, 20, -4
41) CCOC(=O)C1=C(N)OC2=C(C(=O)CC(C)(C)C2)C1c1cc(CSc2nnnn2C)cs1 (stereo unspecified)
→ -3, 4%[57.1 µM], -0.4, 0.0, -8%, -3%[57.1 µM], 2%, 14, 1
42) COc1ccccc1CNC(=O)Cn1c(=O)oc2ccccc21
→ -12, -1%, -0.1, -0.6, 1%, 13%[2.29 µM], 2%, ., -1
43) O=C(Nc1ccc(S(=O)(=O)N2CCCCC2)cc1)c1cnccn1
→ -1, -9%[57.1 µM], -0.3, 1.1, -22%, 6%[57.1 µM], 4%, -11, 0
44) COc1ccc(/C=C/c2cc(C(F)(F)F)on2)cc1
→ 0, 1%, -0.2, 0.1, -23%, 11%, -8%, 4, -1
45) Cc1nccn1-c1c2c(c(C#N)c3nc4ccccc4n13)CCCC2
→ 3, 6%, ., ., -14%, 13%, -2%, ., .
46) O=C(O)c1ccc(Cl)c(S(=O)(=O)N(Cc2ccccc2)c2ccc(F)cc2)c1
→ 2, -9%, 0.8, -0.7, -6%, -18%, ?, 3, -3
47) COc1cccc(NC(=O)CCC2CCN(Cc3nccs3)CC2)c1
→ -5, -4%, -1.0, -0.2, -20%, 0%, 8%, -5, 1
